TDP1 cell CPT: growth inhibition of DT40 Tdp1-/-;hTDP1 cells with camptothecin (screen for TDP1 inhibitors) | chicken DT40 Tdp1-/-;hTDP1 cells + 20 nM CPT, ATP luminescence, 48 h | Potency, µM (titrated, usually from 46.2 µM), without a hit: at the highest dose activity change, negative = growth inhibition, most hits filed as inhibitors | 420,000 tested, 12% active; note: nearly all actives have a fitted effect of over 55% in size
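Cell growth measured by CellTiter-Glo luminescence after a minimum 48 h, 37 C compound exposure with 20 nM CPT in Tdp1-knockout DT40 cells stably expressing hTDP1, seeded 400/well; qHTS titration format.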
FEN1 inhibitor: human FEN1 inhibition. P39748. Recombinant FEN1 flap cleavage, fluorescence, 15 min. Potency, µM (highest dose often 114 µM), without a hit: at the highest dose activity change, negative = inhibition, usual class: inhibitors. 390,000 tested, 0.35% active. AID 588795; note: nearly all actives have a fitted effect of over 65% in size
Target sequence (P39748 whole entry, looked up): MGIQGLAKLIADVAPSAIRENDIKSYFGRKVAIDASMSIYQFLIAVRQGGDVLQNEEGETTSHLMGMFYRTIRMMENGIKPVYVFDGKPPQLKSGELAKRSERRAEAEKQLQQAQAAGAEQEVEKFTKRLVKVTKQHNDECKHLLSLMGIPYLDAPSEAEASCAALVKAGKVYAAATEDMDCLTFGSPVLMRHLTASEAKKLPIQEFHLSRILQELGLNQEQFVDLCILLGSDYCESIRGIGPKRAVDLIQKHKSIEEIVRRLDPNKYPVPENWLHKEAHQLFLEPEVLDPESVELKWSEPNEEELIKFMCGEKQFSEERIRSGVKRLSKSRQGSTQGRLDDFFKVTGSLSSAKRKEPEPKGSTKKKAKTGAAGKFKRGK
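Steps: FEN1 (10 nM) dispensed; compound added by pin tool; 15 min at room temperature; substrate added to 50 nM final; reads at 0 min and 15 min; data normalized and fitted (four-parameter Hill).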
N370S GC mod: N370S glucocerebrosidase modulation, Gaucher chaperone candidate. P04062. Potency, µM (titrated, usually from 59.4 µM), without a hit: top-dose activity change, negative = inhibition, usual class: inhibitors. N370S GC spleen homogenate, 4MU-glucoside fluorescence. 330,000 tested, 0.092% active;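 note: 0% = full enzyme activity and -100% = no enzyme basal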
* hit, by the source's call; ? = inconclusive; . = no result given; & = joins results of further samples; [ ] = another dose, or the depositor's remark. Calls come from the whole dose curve; as a rule, active = well fitted curve in the direction sought with a large enough effect; inconclusive = small, poorly fitted or top-dose-only effect, or another doubt; inactive = no such curve, though single readings can be large; an effect the other way counts as inactive or inconclusive. Unless noted, % is set by controls: 0 for no effect and ±100 for the full control effect; potency is the fitted concentration of half-maximal effect. Some of the compounds tested; rates above refer to the full screens.

molecule | TDP1 cell CPT | FEN1 inhibitor | N370S GC mod
CC(C)Cc1nnc(NC(=O)CCC(=O)N2CCN(c3ccc(F)cc3)CC2)s1 | -8% | -6% | 3%
S=c1[nH]nc(-c2ccc(Cl)cc2)n1/N=C/C=C/c1ccco1 | ? | -15% | -4%
CC(=O)c1ccc(NC(=O)CSc2nc(N3CCOCC3)nc(N3CCOCC3)n2)cc1 | -21% | 0% | -2%
CCOc1ccc(NC(=O)c2cc(-c3ccc(C)c(F)c3)on2)c([N+](=O)[O-])c1 | -1% | 0% | .
CSc1nc2[nH]c3c(c2c2ncnn12)CCCC3 | 15µM* | -18% | 5%
FC(F)(F)c1cc(Oc2ccccc2)nc(-c2ccccn2)n1 | 2% | 5% | -8%
Cc1ccc(C(C(=O)NCC2CCCO2)N(Cc2ccccc2F)C(=O)Cn2nnc(-c3cccs3)n2)cc1 (stereo unspecified) | -30% | -7% | 13%
Cc1cc(C)c(-c2c(O)c3cccc4c3n(c2=O)CCC4)c(C)c1 | -26% | 5% | 3%
O=[N+]([O-])c1ccccc1NC(=S)N/N=C/c1ccc(O)c(O)c1 | ? | -27% | -11%
O=C1C2C3C=CC(C3)C2C(=O)N1c1ccccc1 (stereo unspecified) | -7% | -5% | -6%
Cc1cc(=O)n2nc(-c3ccc(C(F)(F)F)cc3)sc2n1 | -2% | 7% | 1%
Cc1ccc(NC(=O)CN(C)C(=O)COc2cccc3ccc(C)nc23)cc1 | -7% | -2% | .
O=C(Cn1nnc(-c2ccc(F)cc2)n1)Nc1ccc2c(c1)OCCO2 | 6% | -3% | 5%
CN(c1ccccc1)S(=O)(=O)c1ccc(Cl)c(C(=O)OCC(N)=O)c1 | 1% | -6% | 10%
COCCn1c(=O)c(-c2cccc(C#N)c2)nc2cnc(Oc3cccc(Cl)c3)nc21 | -16% | . | 2%
Cc1ccc(-c2ccc(=O)n(CCC(=O)NCc3ccccn3)n2)cc1 | ? | -1% | -6%
CC(C)CNC(=S)N1CCC(c2nc(-c3ccc(F)cc3)no2)CC1 | 21µM* | 3% | -14%
O=S(=O)(c1ccc(Cl)cc1)N1CCC(n2cccc2)CC1 | 21% | -15% | 3%
Cc1ccc(N(C(=O)c2snc(C(N)=O)c2N)C(C(=O)NCC2CCCO2)c2ccc3ncccc3c2)cc1 (stereo unspecified) | ? | -11% | 1%
CCOC(=O)C1(CCCc2ccccc2)CCN(C(=O)c2cncs2)CC1 | 18µM* | 13% | -3%
COc1ccc(CNC(=O)C[C@H]2C[C@H](C(=O)N(C(C)C)C(C)C)[C@@]3(C)c4[nH]c5cc(CCC(=O)N(C)C)ccc5c4CCN3C2=O)cc1OC | -10% | 0% | .
COc1ccc(NC(=O)CN(C)C(=O)C2CSC3(C)CCC(=O)N23)cc1 (stereo unspecified) | -2% | 22% | .
COc1ccc(Cl)cc1NC(=O)c1cc(-c2cc(C)ccc2O)n[nH]1 | ? | 1% | 7%
CCNc1ccc(/C=C/c2ccnc3ccccc23)cc1 | -109% | ? | .

One compound at a time, from the list above. Order of screens: TDP1 cell CPT, FEN1 inhibitor, N370S GC mod
COc1ccc(CNC(=O)C[C@H]2C[C@H](C(=O)N(C(C)C)C(C)C)[C@@]3(C)c4[nH]c5cc(CCC(=O)N(C)C)ccc5c4CCN3C2=O)cc1OC as listed: -10%, 0%, .
CC(C)Cc1nnc(NC(=O)CCC(=O)N2CCN(c3ccc(F)cc3)CC2)s1 as listed: -8%, -6%, 3%
COc1ccc(Cl)cc1NC(=O)c1cc(-c2cc(C)ccc2O)n[nH]1 as listed: ?, 1%, 7%
FC(F)(F)c1cc(Oc2ccccc2)nc(-c2ccccn2)n1 as listed: 2%, 5%, -8%
O=[N+]([O-])c1ccccc1NC(=S)N/N=C/c1ccc(O)c(O)c1 as listed: ?, -27%, -11%

Additional records follow.
molecule | TDP1 cell CPT | FEN1 inhibitor | N370S GC mod
CCc1ccc(NC(=O)C(=O)NCC2CCCN2S(=O)(=O)c2ccccc2)cc1 (stereo unspecified) | ? | 10% | 1%
COc1cc(NC(=O)C2CCN(S(=O)(=O)c3cccnc3)CC2)cc(OC)c1OC | -7% | -7% | 3%
O=C(O)Cn1nnc2ccccc21 | 7% | 2% | 5%
CSCC(=O)NC1CCCc2c1cnn2-c1ccc(C)c(C)c1 (stereo unspecified) | -12% | 21% | 0%
CC(=O)Nc1cnc(NC(=O)c2cccc(F)c2)cc1C | -12% | -2% | 4%
COc1cccc(CCNC(=O)c2ccc(OC)c(OC3CCN(C(C)C)CC3)c2)c1 | 1% | 1% | 1%
COc1ccc(CNC(=O)C2CCN(c3nc4ccccc4[nH]3)CC2)c(OC)c1 | 18µM* | -3% | .
COc1cccc(C(=O)CSc2nnc(CNc3nc(-c4ccccc4)cs3)n2C)c1 | 6% | -3% | 1%
CCn1c(CC(=O)Nc2ccccc2F)nnc1SCC(=O)Nc1nncs1 | 9% | -3% | 8%
COC(=O)N1CCC2(CCCN(C(=O)Nc3cccc(F)c3)C2)CC1 | 0% | . | 7%
CS(=O)(=O)Nc1cccc(-c2nc(N3CCOCC3)c3ccccc3n2)c1 | -12% | . | 6%
CCS(=O)(=O)N1CCc2cc(C(=O)NCCc3ccc(OC)c(OC)c3)ccc21 | -6% | -6% | .
Cc1ccc(C(=O)OC(C)C(=O)N(C)C2CCCCC2)cc1S(=O)(=O)N1CCCCC1 (stereo unspecified) | ? | 7% | .
CCCCCCCCS(=O)c1sc2nc3c(cc2c1N)CCCC3 (stereo unspecified) | 13µM* | -15% | .
CC(C)(C)C1CCC(=NNC(=O)c2ccc(Br)o2)CC1 (stereo unspecified) | 20% | 1% | 6%
CCCCCn1c(=O)[nH]c2cc(C(=O)NCc3ccc(Cl)cc3)ccc2c1=O | 3% | -4% | .
O=C(c1ccccc1NS(=O)(=O)c1ccc2c(c1)OCCO2)N1CCOCC1 | -15% | 0% | 3%
Cc1cc([N+](=O)[O-])ccc1NC(=O)CSc1nccc(=O)[nH]1 | -1% | 1% | -4%
Cc1cc(SCc2cccc(Cl)c2)nc(=O)[nH]1 | 5% | -2% | -8%
Cc1cc2c(cc1C)NC(CC(=O)Nc1ccccc1)C(=O)N2 (stereo unspecified) | 16µM* | -6% | .
COc1ccc(Br)cc1C1C(C(=O)Nc2ccc(C)cc2C)=C(C)Nc2ncnn21 (stereo unspecified) | -8% | -7% | .
COc1ccc(C(=O)Nn2c(SCC(=O)c3ccc(Cl)cc3)nc3ccccc3c2=O)cc1 | -24% | 0% | 4%
O=Cc1ccc(C(=O)OCC(=O)N2CCCC2)cc1 | -1% | 3% | -10%
COc1ccc2c(c1)OC[C@H]1[C@@H]2N2C(=O)CNC(=O)[C@@]2(C)[C@H]1c1ccccc1 | -24% | -14% | .
CC(Oc1ccc(Cl)cc1)c1ccn[nH]1 (stereo unspecified) | 11% | 9% | -21%
Cc1ccc2c(c1)C(=O)OC(C(=O)Nc1ccccc1C(=O)O)C2 (stereo unspecified) | -9% | 45%[activator] | .
CC1(C)Cc2cccc(C(=O)NCc3ccco3)c2O1 | -23% | -4% | 3%
CCN(CC)c1ccc(NC(=O)c2c(OC)cccc2OC)c(C)c1 | -12% | 9% | 3%
COc1cccc(C2CC(c3c(F)cccc3Cl)n3nc(N)nc3N2)c1 (stereo unspecified) | 1% | -4% | -11%
Nc1ccc(S(=O)(=O)NCC2CCCCO2)cc1 (stereo unspecified) | -3% | -12% | .
CCn1cc(S(=O)(=O)c2ccc(C)cc2)c(=O)c2cc(OC)ccc21 | -3% | -12% | 22%
O=C(CCCc1ccccc1)Nc1cccc2c1CCCC2 | -22% | 4% | 10%
CC(=O)Nc1cccc(NC(=O)CSc2ncc(C(=O)Nc3ccccc3)c(=O)n2C)c1 | 5.8µM* | 13% | 6%
O=C(CNC(=O)c1ccc(Cl)cc1Cl)OC1CCCCC1=O (stereo unspecified) | 10% | -7% | .
Cc1ccc2nc(CSc3nc(C)ccc3C#N)[nH]c2c1 | 18µM* | ? | .
O=C(NC1CCN(Cc2ccccc2)CC1)c1c(Cl)cccc1Cl | 4% | -17% | -7%
CCOc1ccc(C2=CSC3=NCCN23)cc1Cl | ? | 4% | 3%
COC(=O)c1cc(NC(=O)c2nn(C)c(=O)c3ccccc23)cc(C(=O)OC)c1 | ? | -14% | -4%
CCOc1ccc(CNC(=O)c2ccc(Sc3ccc(Cl)cc3)c(NC(C)=O)c2)cc1OC | ? | -19%&-13% | -8%
COc1ccccc1OCCNC(=O)C1CC(=O)N(c2ccc3c(c2)OCCO3)C1 (stereo unspecified) | -6% | 4% | -13%
O=C(Nc1ccc(SC(F)F)cc1)c1cc(-c2cccs2)on1 | ? | 3% | .
OCCNc1nc(-c2ccccc2)c2cc(Cl)ccc2n1 | -3% | -4% | 8%
Cc1ccc(-n2c(=O)c3c(cnn3C)n(Cc3ccccc3F)c2=O)cc1 | 18µM* | 9% | .
COc1ccc(OCCC(=O)N2CCCCC2)cc1 | 5% | -1% | -2%
COc1ccc(-c2cc(C(F)(F)F)n3ncc(C(=O)O)c3n2)cc1OC | 7% | -2% | 24%
CCOC(=O)c1[nH]c2ccc(OCC)cc2c1NC(=O)CN1CCN(c2ccccn2)CC1 | ? | -15% | 8%
Cc1noc(C)c1S(=O)(=O)N1CCN(c2ccccc2)CC1 | -3% | -6% | 3%
CNC(=O)c1cc2c(s1)-c1ccccc1CC2 | 13% | -4% | ?
CN1CCC(OC(c2ccccc2)c2ccccc2)CC1 | -9% | -10% | -15%
O=C(Cn1cnc2ccccc2c1=O)Nc1cccc(S(=O)(=O)N2CCCCC2)c1 | ? | -15% | -2%
Cc1cccc(C)c1Nc1c(-c2ccccc2O)nc2ncccn12 | 21µM* | -2%&-14% | -2%
CC(Oc1ccc(F)cc1F)C(=O)/C=C/N(C)C (stereo unspecified) | -3% | -12% | 4%
O=C(c1cc2cc([N+](=O)[O-])ccc2oc1=O)N1CCN(c2ncccn2)CC1 | ? | 0% | 1%
O=C(O)CCc1nn2c3ccccc3n(Cc3ccccc3F)c2nc1=O | ? | -2% | -13%
Cc1ccnc2ccc([N+](=O)[O-])cc12 | ? | -12% | .
CC1CCN(S(=O)(=O)c2cccc(C(=O)N(C)C3(C)CCS(=O)(=O)C3)c2)CC1 (stereo unspecified) | -9%&-1% | -1%&-4% | -16%
CCCCN(CCCC)S(=O)(=O)c1ccc(NC(=O)c2cccs2)cc1 | 26µM* | ? | 1%
CCOc1ccc2nc(NCCNC(=O)C(C)C)c(C)cc2c1 | ? | -10% | -4%
Cn1c(SCC(=O)c2ccc(F)cc2)nnc1-c1cccnc1 | 4% | 5% | -5%
Cc1[nH]c2ccccc2c1C(=O)C(=O)N1c2ccccc2CC1C (stereo unspecified) | ? | -2% | -6%

(listing goes on)
molecule | TDP1 cell CPT | FEN1 inhibitor | N370S GC mod
Cn1nccc1C(=O)Nc1ccc(Cl)cc1 | -13% | 5% | -3%
CC(=O)N1N=C(c2ccncc2)OC12CCCCCC2 | -25% | 5% | 4%
COc1ccc(N2CC(NC(=O)c3cccs3)CC2=O)cc1 (stereo unspecified) | -17% | 17% | .
O=C(CSc1nnc(CNC(=O)c2ccco2)o1)c1ccc(Cl)cc1 | -21% | -5% | .
O=C(Nc1nnc(-c2ccc(Cl)s2)o1)C1CCCCC1 | 15µM* | 9% | .
COC(=O)c1cccc(NC(=O)c2ccc3c(c2)C(=O)N(Cc2cccnc2)C3=O)c1 | -1% | 2% | 1%
COc1ccc(C2(c3ccc(OC)cc3)NC(=O)N(CC(=O)N(C)C3CCC(C)CC3)C2=O)cc1 (stereo unspecified) | -27% | -16% | .
Cn1c(SCC(=O)Nc2ccccc2)nc2c([nH]c3ccccc32)c1=O | ? | 3% | ?
Cc1cccc(C)c1NC(=S)NNc1ncc(C(F)(F)F)cc1Cl | -5% | -2% | .
Cc1cc(C)c(S(=O)(=O)N2CCCCCC2)cc1Br | 0% | 0% | 15%
Cc1ccc(SCC(=O)NCc2ccccc2C)cc1 | -5% | 4% | -9%
CCCc1cc(=O)[nH]c(/N=C(\N)Nc2ccccc2)n1 | ? | -15% | -10%
Cc1ccc(CN2CCSc3ccc(C(=O)N4CCOCC4)cc32)cc1 | ? | 9% | 24%
O=C(/C=C/c1ccccc1)Nc1cccnc1Oc1ccccc1F | 1% | -21% | -3%
Cc1cc(NC(=O)C(C)SCC(=O)Nc2nnc(CC(C)C)s2)no1 (stereo unspecified) | -19% | -2% | 1%
O=C(NCc1ccccc1Cl)C(=O)NCC(c1cccs1)S(=O)(=O)c1ccccc1 (stereo unspecified) | 15µM* | 1% | .
CCc1noc(C)c1C(=O)Nc1ncc(C)s1 | -2% | 2% | 2%
CN1CCN(C(=O)c2cnn(-c3ccccc3)c2NC(=O)c2ccccc2F)CC1 | 12% | 1% | -4%
CCOC(=O)c1cccc(NC(=O)c2cc3c(=O)n(Cc4ccccc4)ccc3nc2C)c1 | ? | ? | .
C/C(=C/C(=O)Nc1cccc(F)c1)N1CCCC1 | 19% | 42%[activator] | -8%
